NCI-60 one-dose screen, 48 h, at 10 µM unless noted. Numbers give growth in % (100 = growth as untreated, 0 = no growth, -100 = all killed).
MALME-3M: MALME-3M melanoma | 5.8% of 78,000 active
LOX IMVI: LOX IMVI melanoma. 7.4% of 79,000 active
SK-MEL-5: SK-MEL-5 melanoma | 6.4% of 80,000 active
MDA-MB-435: MDA-MB-435 melanoma. 7.8% of 82,000 active
UACC-257: UACC-257 melanoma. 4.4% of 78,000 active. AID 1794764
SK-MEL-2: SK-MEL-2 melanoma. 4.7% of 77,000 active
SK-MEL-28: SK-MEL-28 melanoma; 4.1% of 81,000 active; AID 1794761
UACC-62: UACC-62 melanoma; 5.4% of 81,000 active; AID 1794756
* = called active by the depositor; & = joins results of further samples. Rule for the calls: active = growth percent below 10; inactive = the rest. Outcome played no part in choosing rows; 12% or so of the library scored in one or more.

How did Cc1nn(-c2ccccc2)c(N(C)Cc2ccccc2)c1C1CC(c2ccc(F)cc2)=NN1C=O (configuration not stated) do in these assays?
MALME-3M: 94; LOX IMVI: 87; SK-MEL-5: 90; MDA-MB-435: 98; UACC-257: 70; SK-MEL-28: 109; UACC-62: 56

Results for CCCCCCCCCOC(=O)CCCCC(=O)OCCCCCCCCC ?
MALME-3M: 99; LOX IMVI: 97; SK-MEL-5: 102; MDA-MB-435: 110; UACC-257: 111; SK-MEL-2: 113; SK-MEL-28: 128; UACC-62: 100

What do the screens show for `CC(C)c1cc(NC(=O)Cc2ccc(F)c(Cl)c2)n(Cc2ccccc2)n1`?
MALME-3M: 98; LOX IMVI: 103; MDA-MB-435: 102; UACC-257: 97; SK-MEL-2: 110; SK-MEL-28: 110; UACC-62: 89

What do the screens show for `COc1cc(N=Nc2ccc(C(=O)N(C)C)cc2)c(C)cc1N`?
MALME-3M: 121; LOX IMVI: 105; SK-MEL-5: 97; MDA-MB-435: 106; UACC-257: 99; SK-MEL-2: 98; SK-MEL-28: 122; UACC-62: 87

Results for N=S(=O)(c1ccccc1)c1ccc([N+](=O)[O-])c(OC(=O)c2ccc(Cl)cc2)c1 (configuration not stated) ?
MALME-3M: 97; LOX IMVI: 65; SK-MEL-5: 92; MDA-MB-435: 85; UACC-257: 99; SK-MEL-2: 67; SK-MEL-28: 102; UACC-62: 74

Results for COc1cc(/C=C2\C(=O)Nc3cc(Cl)ccc32)ccc1OCc1ccc(Cl)cc1 ?
MALME-3M: 98; LOX IMVI: 108; SK-MEL-5: 98; MDA-MB-435: 106; UACC-257: 109; SK-MEL-2: 108; SK-MEL-28: 101; UACC-62: 89

Results for CC(=O)Nc1c(C)cc(C)c(N(C)C(C)=O)c1C ?
MALME-3M: 114; LOX IMVI: 101; SK-MEL-5: 104; MDA-MB-435: 106; UACC-257: 107; SK-MEL-2: 97; SK-MEL-28: 101; UACC-62: 95

Results for CC(C)(C)c1cc(-n2c(-c3cc4ccccc4[nH]c3=O)nc3cc(C(=O)N4CCOCC4)ccc32)n[nH]1 ?
MALME-3M: 98; SK-MEL-5: 100; MDA-MB-435: 105; UACC-257: 101; SK-MEL-2: 102; SK-MEL-28: 69; UACC-62: 103

How did CNC(=O)c1cc(Oc2ccc(NC(=O)c3nc(S(C)(=O)=O)sc3-c3ccc(F)cc3)cc2)ccn1 do in these assays?
MALME-3M: 94; LOX IMVI: 46; SK-MEL-5: 90; MDA-MB-435: 98; UACC-257: 66; SK-MEL-28: 58; UACC-62: 93

Results for Cc1nn(-c2ccccc2)c2nc3nc4c(c(N)c3c(-c3ccc(Cl)cc3)c12)CCCC4 ?
MALME-3M: 108; LOX IMVI: 94; SK-MEL-5: 101; MDA-MB-435: 97; UACC-257: 92; SK-MEL-2: 98; SK-MEL-28: 97; UACC-62: 108

Results for COc1ccc(C(=O)Nc2nonc2-c2ccc(OC)c(OC)c2)cc1Cl ?
MALME-3M: 74; SK-MEL-5: 85; MDA-MB-435: 93; UACC-257: 93; SK-MEL-2: 102; SK-MEL-28: 108; UACC-62: 75

How did COC(=O)c1ccc([N+](=O)[O-])cc1 do in these assays?
MALME-3M: 103; LOX IMVI: 102; SK-MEL-5: 101; MDA-MB-435: 109; UACC-257: 102; SK-MEL-2: 108; SK-MEL-28: 112; UACC-62: 100

How did NC(=O)C(N)CCO (configuration not stated) do in these assays?
MALME-3M: 106; LOX IMVI: 101; SK-MEL-5: 98; MDA-MB-435: 100; UACC-257: 99; SK-MEL-2: 90; SK-MEL-28: 105; UACC-62: 99

How did COc1ccc(-c2nc3ccc(C(=O)N=Nc4c(O)[nH]c5ccc([N+](=O)[O-])cc45)cc3[nH]2)cc1 do in these assays?
MALME-3M: 104; LOX IMVI: 111; SK-MEL-5: 100; MDA-MB-435: 119; UACC-257: 98; SK-MEL-2: 123; SK-MEL-28: 115; UACC-62: 113

What do the screens show for `CN1CCN(c2nc(-c3cn4ccsc4n3)cc3ccccc23)CC1`?
MALME-3M: 82; LOX IMVI: 85; SK-MEL-5: 90; MDA-MB-435: 99; UACC-257: 101; SK-MEL-28: 99; UACC-62: 94

Results for CC(C)(C)c1ccc(C2=C/C(=C\c3ccc(Cl)cc3)C(=O)N2CCc2ccc(S(N)(=O)=O)cc2)cc1 ?
MALME-3M: 99; LOX IMVI: 85; SK-MEL-5: 96; MDA-MB-435: 95; UACC-257: 93; SK-MEL-2: 109; SK-MEL-28: 95; UACC-62: 73

What do the screens show for `NCC(=O)Nc1ccc(O)cc1`?
LOX IMVI: 94; SK-MEL-5: 100; MDA-MB-435: 108; UACC-257: 112; SK-MEL-2: 121; SK-MEL-28: 113; UACC-62: 99

What do the screens show for `Cn1c(=O)c2c(nc(NCCc3ccc(O)c(O)c3)n2CCc2ccccc2)n(C)c1=O`?
MALME-3M: 105; LOX IMVI: 96; SK-MEL-5: 88; MDA-MB-435: 102; UACC-257: 83; SK-MEL-2: 85; SK-MEL-28: 105; UACC-62: 88

What do the screens show for `NC(=O)c1cc[n+](CC2=C(C(=O)O)N3C(=O)C(NC(=O)C(c4ccccc4)S(=O)(=O)[O-])C3SC2)cc1` (configuration not stated)?
MALME-3M: 100; LOX IMVI: 99; SK-MEL-5: 104; MDA-MB-435: 100; UACC-257: 106; SK-MEL-2: 102; SK-MEL-28: 109; UACC-62: 111

Results for C#CCOC(=O)[C@]12CC[C@@H](C(=C)C)[C@@H]1[C@H]1CC[C@@H]3[C@@]4(C)Cc5c([nH]c6ccccc56)C(C)(C)[C@@H]4CC[C@@]3(C)[C@]1(C)CC2 ?
MALME-3M: 104; LOX IMVI: 100; SK-MEL-5: 100; MDA-MB-435: 99; UACC-257: 109; SK-MEL-2: 114; SK-MEL-28: 101; UACC-62: 96

Results for COC(=O)CCc1cc(O)c2c(c1)[C@@H](C(=O)OC)[C@H](c1ccc(O)c(O)c1)O2 ?
MALME-3M: 67; LOX IMVI: 63; SK-MEL-5: 76; MDA-MB-435: 4.1*; UACC-257: 86; SK-MEL-2: 48; SK-MEL-28: 74; UACC-62: 66

Results for CC(=O)O[C@H]1CC[C@]2(C)[C@H]3CC[C@@H]4[C@H]5[C@H](C)C6(C)OC[C@]5(CC[C@@]4(C)[C@]3(C)CC[C@H]2C1(C)C)C[C@@H]6C(C)=O ?
MALME-3M: 81; LOX IMVI: 58; SK-MEL-5: 47; MDA-MB-435: 83; UACC-257: 85; SK-MEL-2: 92; SK-MEL-28: 81; UACC-62: 49

What do the screens show for `COc1ccc(S(=O)(=O)NCCCNc2nccc(-n3ccc4cccnc43)n2)cc1`?
MALME-3M: 121; LOX IMVI: 91; SK-MEL-5: 99; MDA-MB-435: 98; UACC-257: 111; SK-MEL-2: 106; SK-MEL-28: 104; UACC-62: 88

Results for COC(=O)c1nc(-c2ccccc2)oc1Sc1ccc(C)cc1 ?
MALME-3M: 122; LOX IMVI: 100; SK-MEL-5: 100; MDA-MB-435: 103; UACC-257: 100; SK-MEL-2: 104; SK-MEL-28: 104; UACC-62: 73

How did CN1CCc2c(sc3ncnc(N/N=C/c4ccc(O)c(O)c4)c23)C1 do in these assays?
MALME-3M: 96; LOX IMVI: 63; SK-MEL-5: 95; MDA-MB-435: 88; UACC-257: 107; SK-MEL-2: 110; SK-MEL-28: 93; UACC-62: 81

What do the screens show for `Cc1ccc(-c2nc(C#N)c(S(=O)(=O)N3CCN(c4oc(-c5ccccc5)nc4C#N)CC3)o2)cc1`?
MALME-3M: 98; LOX IMVI: 81; SK-MEL-5: 99; MDA-MB-435: 100; UACC-257: 111; SK-MEL-28: 102; UACC-62: 94

How did c1ccc(-c2oc(-c3ccccc3)c(CN3CCCCC3)c2CN2CCCCC2)cc1 do in these assays?
MALME-3M: -13*; LOX IMVI: 22; SK-MEL-5: -87*; MDA-MB-435: 32; UACC-257: 16; SK-MEL-2: 48; SK-MEL-28: 10; UACC-62: 38

How did NC(N)=N/N=C/CO do in these assays?
MALME-3M: 111; LOX IMVI: 93; SK-MEL-5: 102; MDA-MB-435: 106; UACC-257: 96; SK-MEL-2: 107; SK-MEL-28: 106; UACC-62: 113

Results for Cc1c[nH]c(=O)n(CCOc2nc(Oc3ccccc3C(=O)O)cc(-c3ccco3)n2)c1=O ?
MALME-3M: 136; LOX IMVI: 94; SK-MEL-5: 101; MDA-MB-435: 98; UACC-257: 109; SK-MEL-2: 103; SK-MEL-28: 122; UACC-62: 91

What do the screens show for `[O-][N+](=C(c1ccccc1)c1ccccc1)c1ccccc1`?
MALME-3M: 106&114; LOX IMVI: 94&97; SK-MEL-5: 93&96; MDA-MB-435: 99&115; UACC-257: 93&98; SK-MEL-2: 101&96; SK-MEL-28: 102&119; UACC-62: 102&89

Results for O=C1Nc2ccc(F)cc2/C1=N/c1n[nH]c(=S)s1 ?
MALME-3M: 108; LOX IMVI: 77; SK-MEL-5: 101; MDA-MB-435: 91; UACC-257: 93; SK-MEL-2: 108; SK-MEL-28: 107; UACC-62: 89

How did O=C(N=Nc1c(O)[nH]c2ccccc12)Nc1ccc(C(F)(F)F)cc1 do in these assays?
MALME-3M: 95; LOX IMVI: 94; SK-MEL-5: 103; MDA-MB-435: 106; UACC-257: 103; SK-MEL-2: 103; SK-MEL-28: 114; UACC-62: 90

How did Cc1ccc(NC(=S)N2CCOCC2)cc1C do in these assays?
MALME-3M: 94; LOX IMVI: 82; SK-MEL-5: 97; MDA-MB-435: 83; UACC-257: 94; SK-MEL-2: 100; SK-MEL-28: 111; UACC-62: 94

Results for CC1(c2ccccc2)NC(=O)N(CC(=O)Nc2ccc(C(=O)/C=C/c3ccc(Cl)cc3)cc2)C1=O (configuration not stated) ?
MALME-3M: 35; LOX IMVI: -100*; SK-MEL-5: -61*; MDA-MB-435: -76*; UACC-257: 21; SK-MEL-2: 34; SK-MEL-28: 16; UACC-62: 1.2*

How did O=C(CSc1nc(O)c(Cc2ccccc2)c(=O)[nH]1)Nc1ccc2ccccc2c1 do in these assays?
MALME-3M: 90; SK-MEL-5: 98; MDA-MB-435: 120; UACC-257: 96; SK-MEL-2: 94; SK-MEL-28: 119; UACC-62: 99

Results for O=[N+]([O-])c1ccc(N2CCOCC2)cc1 ?
MALME-3M: 103; LOX IMVI: 105; SK-MEL-5: 108; MDA-MB-435: 109; UACC-257: 97; SK-MEL-2: 103; SK-MEL-28: 114; UACC-62: 92

Results for O=C1/C(=N/O)CCc2ccccc21 ?
MALME-3M: 92; LOX IMVI: 77; SK-MEL-5: 102; MDA-MB-435: 96; UACC-257: 91; SK-MEL-2: 113; SK-MEL-28: 121; UACC-62: 88

Results for O=C1C=C(S(=O)(=O)O)c2ccccc2C1=O ?
MALME-3M: 169; LOX IMVI: 96; SK-MEL-5: 107; MDA-MB-435: 119; UACC-257: 108; SK-MEL-2: 110; SK-MEL-28: 124; UACC-62: 99

What do the screens show for `CC(OC(=O)Nc1cccc(Cl)c1)C(=O)OC1CCCCC1` (configuration not stated)?
MALME-3M: 129; LOX IMVI: 99; SK-MEL-5: 98; MDA-MB-435: 101; UACC-257: 104; SK-MEL-2: 102; SK-MEL-28: 108; UACC-62: 91

Five records drawn at random from the list so far, as already listed:
Results for O=C1C=C(S(=O)(=O)O)c2ccccc2C1=O ?
MALME-3M: 169; LOX IMVI: 96; SK-MEL-5: 107; MDA-MB-435: 119; UACC-257: 108; SK-MEL-2: 110; SK-MEL-28: 124; UACC-62: 99

Results for O=C1Nc2ccc(F)cc2/C1=N/c1n[nH]c(=S)s1 ?
MALME-3M: 108; LOX IMVI: 77; SK-MEL-5: 101; MDA-MB-435: 91; UACC-257: 93; SK-MEL-2: 108; SK-MEL-28: 107; UACC-62: 89

Results for CC1(c2ccccc2)NC(=O)N(CC(=O)Nc2ccc(C(=O)/C=C/c3ccc(Cl)cc3)cc2)C1=O (configuration not stated) ?
MALME-3M: 35; LOX IMVI: -100*; SK-MEL-5: -61*; MDA-MB-435: -76*; UACC-257: 21; SK-MEL-2: 34; SK-MEL-28: 16; UACC-62: 1.2*

How did Cc1ccc(NC(=S)N2CCOCC2)cc1C do in these assays?
MALME-3M: 94; LOX IMVI: 82; SK-MEL-5: 97; MDA-MB-435: 83; UACC-257: 94; SK-MEL-2: 100; SK-MEL-28: 111; UACC-62: 94

Results for O=[N+]([O-])c1ccc(N2CCOCC2)cc1 ?
MALME-3M: 103; LOX IMVI: 105; SK-MEL-5: 108; MDA-MB-435: 109; UACC-257: 97; SK-MEL-2: 103; SK-MEL-28: 114; UACC-62: 92
